Myeloid diff 2 = induction of myeloid progenitor differentiation, primary screen, cell-based, flow cytometry, MLPCN library | 1% of 360,000 active | AID 624256, 2012 | calls only at 10 µM | ER-HoxA9 myeloid progenitors, lysozyme-GFP differentiation;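 active = normalized GFP-positive differentiation at or above the plate's own cutoff, the solvent-only control mean plus 3 SD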;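 note: cells exposed to compound for four days before flow analysis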
GPR35 antagonists = GPR35 antagonists blocking zaprinast-driven arrestin recruitment, primary screen, imaging, U2OS, beta-arrestin-GFP, zaprinast agonist (AID 2058). inhibition, % at 10 µM, or IC50 in µM where a hit was titrated. U2OS GPR35 beta-arrestin-GFP translocation imaging, zaprinast antagonism; higher % means a stronger effect. G-protein coupled receptor 35 (Homo sapiens). 0.052% of 290,000 active;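 active = inhibition of at least 50% with at least 30 cells and total cytoplasm GFP at most 10,000,000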
MgcRacGAP inhibition = MgcRacGAP GTPase-activating activity inhibitors, confirmation, biochemical, ADP Hunter fluorescence; Rac GTPase-activating protein 1 (Homo sapiens); MgcRacGAP-stimulated Rac1 GTP hydrolysis, ADP Hunter fluorescence; higher % means a stronger effect; GST-tagged Rac1 F28L mutant substrate; inhibition, % at 30 µM, or IC50 in µM where a hit was titrated; 0.6% of 340,000 active; AID 624330, 2012;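 active = first-screen hits whose inhibition reached a set limit at any dose in the follow-up dose series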;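 note: fluorescence reports GDP produced by GAP-driven GTP hydrolysis; strong numbers were not always called active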
GPR55 antagonists = GPR55 antagonists blocking LPI-driven arrestin recruitment, primary screen, imaging, U2OS, beta-arrestin-GFP, LPI agonist (AID 2013); U2OS GPR55 beta-arrestin-GFP translocation imaging, LPI antagonism; higher % means a stronger effect; inhibition, % at 10 µM; hits with a dose series show IC50 in µM; 0.13% of 290,000 active;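 active = spots per cell inhibited over 60%, with over 100 cells counted and total cytoplasm intensity under 500,000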;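 note: U2OS cells stably carrying GPR55 and arrestin-GFP stimulated by 5 µM LPI near EC80; imaged beta-arrestin-GFP aggregate spots per cell after agonist stimulation; plate controls were LPI-stimulated DMSO wells for no effect and DMSO wells without LPI for full effect; some results filed as inactive read as strong as hits; confirmed hits need IC50 under 10 µM and bright autofluorescent wells are also inconclusive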
Salmonella PhoP GFP = inhibitors of PhoP regulon expression, primary screen, Salmonella Typhimurium, GFP reporter (AID 1863) | S. Typhimurium PhoP-regulated promoter GFP reporter, 4 h; higher % means a stronger effect | inhibition, % at 50 µM, or IC50 in µM where a hit was titrated | 0.16% of 300,000 active;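 active = inhibition over 29.93%, a cutoff 3 SD above the screen mean, later confirmed by dose response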;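 note: 0% = low Mg2+ inducing control and 100% = high Mg2+ repressing control; strong numbers were not always called active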
LYP inhibition = inhibitors of LYP phosphatase, biochemical, fluorescence intensity, uHTS (AID 1779); recombinant LYP phosphatase, fluorescence intensity; higher % means a stronger effect; inhibition, % at 11.5 µM; hits with a dose series show IC50 in µM; 0.054% of 290,000 active; in the data active = inhibition above about 50%;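 note: plate controls were vehicle with enzyme for no effect and no enzyme for full effect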
NTR1 ag = agonists of NTR1, primary screen, imaging, U2OS cells, beta-arrestin-GFP, high content (AID 493036); Neurotensin receptor type 1 (Homo sapiens), P30989; NTR1-U2OS beta-arrestin-GFP spot imaging, agonist mode; activation, % at 20 µM; 0.17% of 330,000 active;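 active = activation at or above 40% of the spot to cytoplasm intensity ratio, with at least 20 cells analyzed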;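 note: 0% = DMSO without peptide and 100% = 100 nM NTR1 peptide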
Target sequence (P30989 whole entry, looked up): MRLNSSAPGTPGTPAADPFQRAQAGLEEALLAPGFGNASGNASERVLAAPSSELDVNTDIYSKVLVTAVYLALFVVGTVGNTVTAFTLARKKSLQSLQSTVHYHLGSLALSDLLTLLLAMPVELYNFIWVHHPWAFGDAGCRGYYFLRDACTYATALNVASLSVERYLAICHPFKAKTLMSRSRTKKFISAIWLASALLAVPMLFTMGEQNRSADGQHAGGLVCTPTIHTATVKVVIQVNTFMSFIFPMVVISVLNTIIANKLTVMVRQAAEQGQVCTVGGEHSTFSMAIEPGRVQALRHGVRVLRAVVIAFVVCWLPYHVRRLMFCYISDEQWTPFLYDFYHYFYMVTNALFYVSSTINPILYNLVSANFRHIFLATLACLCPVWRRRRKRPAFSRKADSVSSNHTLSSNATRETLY
Siah-1 displacement = Siah-1 peptide-binding antagonists, primary screen, biochemical, fluorescence polarization, rhodamine-plectin, uHTS (AID 1817). one-dose displacement, % at 20 µM; IC50 in µM for titrated hits. Siah-1 / rhodamine-plectin peptide fluorescence polarization; higher % means a stronger effect. E3 ubiquitin-protein ligase SIAH1 (Homo sapiens). 0.02% of 290,000 active;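 active = displacement of at least 50% at 20 µM, with a fluorescence ratio check between 0.3 and a set limit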;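 note: plate controls were Siah plus tracer with DMSO for no effect and tracer alone without Siah for full effect; strong numbers were not always called active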
HIV peptide binding = inhibitors of HIV fusion peptide binding, primary screen, biochemical, uHTS, fluorescence dequenching (AID 1986); 0.3% of 290,000 active; cell-free peptide binding, fluorescence dequenching, 30 min; higher % means a stronger effect; one-dose inhibition, % at 20 µM; IC50 in µM for titrated hits; in the data active = inhibition mostly above about 52%, no sharp cut-off; inactive = mostly below about 76%; note: some results filed as inactive read as strong as hits
NTR1 ag cell count 20 µM = also measured in NTR1 ag; calls as there; cell count; measured here: cell count, cytotoxicity flag
Myeloid diff 2 GFP+ MAC1+ % = recorded beside Myeloid diff 2, whose call it bears; GFP+ MAC1+ double positive, %; measured here: differentiation confirmed by MAC1 staining
Numbers without * were called inactive; i = inactive; · = no result given; & = joins results of further samples.

SMILES	Myeloid diff 2	Myeloid diff 2 GFP+ MAC1+ %	GPR35 antagonists	MgcRacGAP inhibition	GPR55 antagonists	Salmonella PhoP GFP	LYP inhibition	NTR1 ag	NTR1 ag cell count 20 µM	Siah-1 displacement	HIV peptide binding
COCCCN(Cc1ccco1)C(=O)c1cc2c(s1)-c1ccc(Cl)cc1S(=O)(=O)C2	i	2.0	-5.4%	10.9%	-0.5%	-1.1%	-11.3%	1.3	48	2.6%	-0.2%
CCCCn1c(=O)[nH]c(=O)c2c(C(=O)OCC)cc(-c3cccs3)nc21	i	0.7	-8.4%	5.1%	2.3%	-6.1%	-5.6%	12.0	34	16.2%	0.1%
CCN(c1ccccc1)S(=O)(=O)c1ccc(F)cc1	i	4.8	-0.9%	5.6%	12.7%	9.9%	0.7%	-0.3	51	-1.6%	-1.0%
CCC(CC)c1nnc(NC(=O)c2cccnc2SC)s1	i	0.8	-1.9%	2.6%	0.8%	3.3%	4.3%	-0.4	57	4.7%	1.1%
NC(=S)N/N=C/c1ccc(-c2cc(Cl)cc(Cl)c2)o1	i	1.0	5.0%	11.1%	-0.3%	-7.5%	-0.6%	8.6	49	0.7%	18.4%
Cc1cccc(C)c1NC1=C(Cl)C(=O)OC1OC(=O)c1ccccc1 (configuration not stated)	i	0.1	-16.0%	7.5%	-4.1%	7.0%	-0.5%	1.0	44	-0.8%	-2.3%
COc1cccc(NC(=O)CN(C)C(=O)/C=C/c2cc(OC)ccc2OC)c1	i	0.7	-13.1%	1.7%	6.4%	-0.4%	-18.0%	2.4	53	-4.5%	0.9%
CN(C)CC(=O)N1c2ccccc2Sc2ccc(Cl)cc21	i	0.2	-4.0%	7.6%	5.0%	5.2%	-3.0%	-1.4	84	-1.9%	-2.2%
CC(=O)N1CCN(c2ccc([N+](=O)[O-])cc2C#N)CC1	i	0.1	15.8%	6.2%	6.3%	4.9%	-2.9%	-1.1	25	5.2%	-1.6%
COc1c(F)c(F)c(C(=O)O)c(Nc2ccccc2)c1F	i	7.1	6.8%	9.8%	10.4%	-10.6%	-7.8%	1.7	56	0.9%	6.1%
CCc1ccc(OCC(=O)NNC(=O)C2CCC2)cc1	i	0.8	·	6.3%	·	-0.1%	·	-0.4	75	·	·
O=C(N/N=C\c1cc([N+](=O)[O-])ccc1N1CCOCC1)c1ccccn1	i	0.2	-2.2%	10.7%	-4.0%	9.3%	7.9%	-0.7	74	3.7%	-1.2%
Cc1sc(N2C(=O)C3C(C2=O)[C@H]2C=C[C@@H]3C2)c(C#N)c1C (some centres not stated)	i	0.4	7.0%	3.8%	-4.4%	-7.6%	-3.6%	-0.9	42	2.6%	1.1%
CC(C)(C)C1CCC2(CC1)C(C#N)=C(SCC(=O)Nc1ccccc1)NC(=O)C2C#N (configuration not stated)	i	1.1	-2.4%	10.9%	2.6%	-3.9%	9.0%	2.5	77	9.6%	13.0%
CC(C)CCOC(=O)C1[C@H]2C(=O)N(Cc3cccs3)C[C@]23C=C[C@H]1O3 (some centres not stated)	i	0.6	-15.8%	10.2%	8.4%	-0.2%	-5.9%	0.0	50	-2.3%	0.3%
COCCN(C(=O)CSc1nnc(-c2ccccc2OC)o1)c1c(N)n(CC(C)C)c(=O)[nH]c1=O	i	0.4	·	2.8%	·	-5.7%	·	0.8	62	·	·
CCn1c(CNc2ccc(F)cc2)nnc1SCC(=O)Nc1ccccc1OC	i	0.0	-0.1%	5.4%	-5.7%	-1.0%	4.3%	-3.2	58	1.0%	-1.9%
Cc1cc(C)cc(OCC(=O)NN2C(=O)c3ccccc3C2=O)c1	i	0.5	11.7%	-13.3%	7.7%	3.5%	-0.5%	0.7	51	26.2%	1.4%
CCOc1ccccc1CN1CCN(Cc2cn(C)nc2-c2ccccc2)CC1CCO (configuration not stated)	i	0.2	-2.8%	8.4%	15.4%	-4.3%	-6.9%	-1.2	58	-3.4%	-1.6%
CN1C(CC(=O)Nc2ccc(Cl)cc2Cl)c2ccccc2CC1(C)C (configuration not stated)	i	0.0	-10.1%	·	22.0%	-4.0%	-3.5%	6.6	39	0.3%	-1.0%

Some entries already given, reduced to Siah-1 displacement.
Structure,Siah-1 displacement
Cc1cccc(C)c1NC1=C(Cl)C(=O)OC1OC(=O)c1ccccc1 (configuration not stated),-0.8%
COc1cccc(NC(=O)CN(C)C(=O)/C=C/c2cc(OC)ccc2OC)c1,-4.5%

Next section:
SMILES	Myeloid diff 2	Myeloid diff 2 GFP+ MAC1+ %	GPR35 antagonists	MgcRacGAP inhibition	GPR55 antagonists	Salmonella PhoP GFP	LYP inhibition	NTR1 ag	NTR1 ag cell count 20 µM	Siah-1 displacement	HIV peptide binding
CN(C)S(=O)(=O)c1cccc(N=c2scc(-c3ccc4c(c3)NC(=O)CO4)n2CC2CCCO2)c1 (configuration not stated)	i	0.7	-18.6%	5.8%	11.7%	7.4%	-2.5%	6.2	48	0.1%	-0.8%
COc1ccc2c(c1)cc(C(=O)N[C@@H](Cc1ccccc1)C(=O)N[C@@H](C)C(=O)O)n2C	i	0.5	36.4%	8.5%	-17.1%	-1.0%	-8.1%	0.6	89	3.7%	5.4%
O=C(Nc1cccc(C(=O)O)c1)/C(=C\c1ccco1)NC(=O)c1ccc(Br)o1	i	0.4	-1.5%	9.1%	-5.3%	-4.0%	5.1%	11.4	61	-0.2%	21.8%
CCOCCCNC(=O)C1(O)c2cc(Br)ccc2NC(=O)N1c1cccc(OC)c1 (configuration not stated)	i	0.2	4.0%	5.7%	7.5%	-1.7%	-7.8%	0.7	37	9.1%	0.5%
CCOC(=O)N1CCN(C(=O)C(C)NC(=O)c2ccco2)CC1 (configuration not stated)	i	1.1	0.0%	6.8%	2.6%	3.1%	-8.9%	0.7	49	11.7%	1.4%
O=C(CCCn1c(=S)[nH]c2cc3c(cc2c1=O)OCO3)N1CCN(C2CCCCC2)CC1	i	1.5	1.3%	4.7%	23.9%	24.2%	-6.0%	0.5	77	5.0%	1.5%
Cc1ncc([N+](=O)[O-])n1CC(=O)NC(C)(C)C	i	1.1	-9.0%	2.5%	2.4%	1.8%	-6.9%	-2.2	105	2.4%	-1.9%
O=C(CSCc1ccc(Cl)cc1)N/N=C/c1ccco1	i	0.7	-3.7%	10.9%	2.7%	-8.8%	-7.6%	0.5	41	6.4%	6.8%
Cc1noc(C)c1C(=O)Nc1sc(C)c(C)c1C#N	i	11.0	-6.2%	15.5%	-16.8%	-4.7%	0.1%	0.5	64	2.4%	4.9%
COCC(C)n1c(C)cc(C(=O)CSc2nnc(Nc3ccccc3F)s2)c1C (configuration not stated)	i	1.7	-5.3%	11.2%	15.8%	-5.4%	-5.1%	1.1	30	0.5%	3.3%
COc1cccc(C(=O)Nc2ccc(F)c(F)c2F)c1	i	1.6	11.5%	-0.2%	7.1%	0.5%	-5.3%	-1.0	51	4.4%	0.3%
CO/N=C(\C)C(Cc1ccc(Cl)nc1)Cc1ccc(Cl)nc1	i	0.7	-15.2%	14.2%	-3.5%	0.3%	-8.9%	-0.6	113	-1.9%	-0.6%
CN1CCN(C(=O)/C=C/c2cn(-c3ccccc3)nc2-c2ccc3c(c2)OCCO3)CC1	i	0.7	-6.0%	-4.7%	2.2%	-4.4%	0.0%	2.1	30	-2.0%	-0.7%
COc1ccc(C2Nc3ccccc3C(=O)N2Cc2ccco2)cc1CN1C(=O)c2ccccc2C1=O (configuration not stated)	i	0.1&1.1	8.1%&-3.9%	2.6%&1.0%	14.6%&-3.2%	2.2%&4.0%	6.4%&-2.3%	-0.8&-0.2	51&38	1.4%&-0.9%	0.5%&0.7%
Cc1cc(NC(=O)CSc2nc(N)c(NC(=O)c3ccccc3F)c(=O)[nH]2)no1	i	2.5	17.8%	-4.3%	-12.9%	-0.8%	-5.7%	2.2	66	-4.5%	0.4%
O=C(NC1CCCC1)C1CCN(C(=O)c2cccc(Cl)c2)CC1	i	1.0	-5.6%	2.8%	4.9%	4.6%	-5.9%	0.0	32	-3.3%	-0.2%
CN1CCN(C(=O)N2c3ccccc3CCc3ccccc32)CC1	i	0.6	3.2%	6.5%	9.3%	3.4%	-3.5%	0.8	46	5.1%	0.7%
Cc1ccc(C(NC(=O)N2CCOCC2)=C(Cl)Cl)cc1F	i	2.2	9.5%	3.0%	-7.6%	-3.8%	-4.7%	2.9	45	0.8%	-0.1%
CNS(=O)(=O)c1cc(OC)ccc1OC	i	2.4	9.4%	2.5%	9.5%	10.8%	-5.2%	-1.1	48	5.3%	-0.4%
O=c1[nH]c(CN2CCC(c3nc4ccccc4s3)CC2)nc2sc3c(c12)CCC3	·	·	2.9%	·	-12.7%	·	-3.2%	·	·	-0.8%	-0.5%
CCOc1ccc(NC(=O)CN(C)C(=O)c2sc3ccccc3c2Cl)cc1OCC	i	0.5	·	-0.5%	·	1.5%	·	1.5	56	·	·
C/C(Cn1nc([N+](=O)[O-])cc1C)=N\NC(=O)COc1ccccc1[N+](=O)[O-]	i	0.1	2.5%	9.8%	8.3%	13.4%	-4.2%	0.4	104	-3.4%	-1.6%
Cc1ccc(C)c(OCCn2nnc3ccccc32)c1	i	0.4	9.8%	14.7%	2.7%	13.8%	-4.4%	-0.6	48	0.3%	-0.7%
COc1cc(OC)cc(-c2nc3nc(C)c(CCC(=O)NCc4ccco4)c(C)n3n2)c1	i	0.7	8.0%	12.1%	4.9%	-4.4%	-3.8%	0.8	82	-1.1%	2.3%

A draw from above in order of molecular weight, high to low.
SMILES	Myeloid diff 2	Myeloid diff 2 GFP+ MAC1+ %	GPR35 antagonists	MgcRacGAP inhibition	GPR55 antagonists	Salmonella PhoP GFP	LYP inhibition	NTR1 ag	NTR1 ag cell count 20 µM	Siah-1 displacement	HIV peptide binding
CCOc1ccc(NC(=O)CN(C)C(=O)c2sc3ccccc3c2Cl)cc1OCC	i	0.5	·	-0.5%	·	1.5%	·	1.5	56	·	·
C/C(Cn1nc([N+](=O)[O-])cc1C)=N\NC(=O)COc1ccccc1[N+](=O)[O-]	i	0.1	2.5%	9.8%	8.3%	13.4%	-4.2%	0.4	104	-3.4%	-1.6%
Cc1ccc(C)c(OCCn2nnc3ccccc32)c1	i	0.4	9.8%	14.7%	2.7%	13.8%	-4.4%	-0.6	48	0.3%	-0.7%

Bioassay records as filed in PubChem BioAssay.
